High-throughput results deposited in PubChem by several laboratories.
GASC-1 inh: human JMJD2C demethylase inhibition. inhibition, % at 2.35 µM. 330,000 compounds, 0.069% hits. AID 2099. GST-JMJD2C(1-420) H3K9me3 demethylation, DELFIA europium. Q9H3R0;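 active = more than half of a compound's replicate wells show inhibition beyond 50%, single wells judged on their own value; inconclusive = some, but no more than half, of replicates pass 50% inhibition; inactive = no replicate passes 50% inhibition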;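 also: signal counts dimethyl H3K9 product captured on neutravidin plate; 0% = median of DMSO wells and 100% = 0.3 times that DMSO median; strong numbers were not always called active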
PP5 primary: PP5 (human) phosphatase inhibition | P53041 | purified PP5c, OMFP substrate fluorescence | inhibition, % at 6.7 µM | 320,000 compounds, 0.18% hits | AID 1987;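 active = inhibition above the campaign's mean inhibition across all tested compounds plus 3 SD, cut at about 9.5% in these data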;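 also: 0% = DMSO only and 100% = 100 µM cantharidin control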
TPT1 inhibitor: inhibitors of Candida albicans tRNA 2'-phosphotransferase TPT1. recombinant caTPT1, FP RNA substrate dephosphorylation. inhibition, % at 5 µM. 300,000 compounds, 0.81% hits;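 active = inhibition above the mean of all tested compounds plus 3 SD, set per screening campaign, cut at about 24% in these data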;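 also: plate controls were DMSO alone for no effect and ferristatin control at 100 nM for full effect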
core dimer inh: HCV core protein dimerization inhibition. 300,000 compounds, 0.33% hits. AID 1899. TR-FRET GST/Flag-core106 dimerization, 1536-well. inhibition, % at 5 µM;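 active = inhibition above the mean of all tested compounds plus 3 SD, set per screening campaign, cut at about 45% in these data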
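System – GST-tagged and Flag-tagged HCV core protein residues 1-106 · Repeats – one well for each compound · Technique – TR-FRET 671 and 617 nm emission · Doses – one concentration, 5 µM, in 0.5% DMSO · Times – 4 h, 22.5 °C incubation · Also added – Eu donor and XL665 acceptor anti-tag antibodies · Measure – percent inhibition of core106 dimerization signal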
Efflux pump mplx: antifungal efflux pump inhibition, Nile Red retention | S. cerevisiae Candida pump triplex | inhibition, % at 10 µM | 330,000 compounds, 0.44% hits | AID 485275;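 active = plate passing quality check with inhibition over a set limit, or well fluorescence over plate mean plus 4 SD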;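 also: Nile Red retained in pooled yeast measured as flow cytometry median fluorescence; 0% = buffer negative control and 100% = Enniatin B positive control; higher means more Nile Red kept so more efflux inhibition; some compounds called inactive have numbers as strong as hits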
PP1 inh: PP1-alpha (human) inhibition in PP5 counter-screen | P62136 | purified PP1alpha, OMFP fluorescence | inhibition, % at 6.7 µM | 320,000 compounds, 0.9% hits | AID 2235;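 active = inhibition above the mean inhibition of all tested compounds plus 3 SD, computed separately for each screening campaign, cut at about 15% in these data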
PREPL inh: inhibits the human prolyl oligopeptidase-like enzyme. Q4J6C6. recombinant PREPL, fluorescence polarization activity-based probe. inhibition, % at 5.96 µM. 320,000 compounds, 0.68% hits; in the data active = inhibition above about 43%;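 also: 0% = enzyme with DMSO and 100% = wells lacking enzyme; many of its hits are not listed in these tables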
Target sequence (Q4J6C6 whole entry, looked up): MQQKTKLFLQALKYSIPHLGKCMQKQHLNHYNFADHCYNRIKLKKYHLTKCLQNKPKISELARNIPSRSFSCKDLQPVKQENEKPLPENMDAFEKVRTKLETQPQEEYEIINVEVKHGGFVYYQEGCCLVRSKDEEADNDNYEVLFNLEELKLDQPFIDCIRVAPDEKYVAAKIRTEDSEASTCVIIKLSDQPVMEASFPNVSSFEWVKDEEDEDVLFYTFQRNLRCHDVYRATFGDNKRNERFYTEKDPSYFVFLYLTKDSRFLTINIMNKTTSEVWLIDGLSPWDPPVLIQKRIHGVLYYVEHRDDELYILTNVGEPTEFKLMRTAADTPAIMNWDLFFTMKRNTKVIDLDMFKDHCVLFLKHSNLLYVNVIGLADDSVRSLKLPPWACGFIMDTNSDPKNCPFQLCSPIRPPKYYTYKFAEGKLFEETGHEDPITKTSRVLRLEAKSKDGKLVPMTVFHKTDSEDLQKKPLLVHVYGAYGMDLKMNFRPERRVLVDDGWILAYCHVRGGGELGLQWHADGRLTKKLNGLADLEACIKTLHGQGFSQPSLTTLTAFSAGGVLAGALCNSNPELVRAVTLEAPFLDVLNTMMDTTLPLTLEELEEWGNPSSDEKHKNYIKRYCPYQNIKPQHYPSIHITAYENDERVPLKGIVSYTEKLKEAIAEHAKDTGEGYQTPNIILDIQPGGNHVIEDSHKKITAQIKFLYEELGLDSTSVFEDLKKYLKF
LYPLA2 inh: blocks human lysophospholipase 2, a PME1 counter-screen; recombinant LYPLA2, FP-Rh probe fluorescence polarization; inhibition, % at 5.9 µM; 320,000 compounds, 0.38% hits; AID 2177;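 active = inhibition above the screen-wide mean plus 3 SD, limit set per campaign, cut at about 26% in these data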;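 also: 0% = LYPLA2 with DMSO and 100% = wells lacking LYPLA2 enzyme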
Target sequence (O95372 whole entry, looked up): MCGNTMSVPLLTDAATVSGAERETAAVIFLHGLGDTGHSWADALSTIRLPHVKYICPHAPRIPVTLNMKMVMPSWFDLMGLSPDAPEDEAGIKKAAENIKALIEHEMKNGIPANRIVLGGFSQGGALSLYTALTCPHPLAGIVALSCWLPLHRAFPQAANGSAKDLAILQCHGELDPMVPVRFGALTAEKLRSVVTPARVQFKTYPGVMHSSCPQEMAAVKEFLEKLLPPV
CTSL1 counter: counter-screen for PFM18AAP inhibitors: inhibitors of F. hepatica cathepsin L1; recombinant F. hepatica cathepsin L1, Z-Leu-Arg-MCA fluorescence; inhibition, % at 5.96 µM; 300,000 compounds, 0.49% hits; AID 1906;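 active = inhibition above the mean of all tested compounds plus 3 SD, set per screening campaign, cut at about 17% in these data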;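 also: 0% = plate median of test compound wells and 100% = 1 µM Z-Phe-Ala-diazomethylketone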
Numbers without * were called inactive; u = inconclusive; x = no result given.

SMILES | GASC-1 inh | PP5 primary | TPT1 inhibitor | core dimer inh | Efflux pump mplx | PP1 inh | PREPL inh | LYPLA2 inh | CTSL1 counter
CCn1c(O)c(/C=C2\C=NN=C2c2ccc(C)cc2)sc1=S | 4 | 0.8 | 5 | -7 | 0.1 | 2 | 4 | -5 | 0
CCN(CC)CCNC(=O)c1cn(CC)c2cc(N3CCN(C(=O)c4ccco4)CC3)c(F)cc2c1=O | 2 | -0.2 | -1 | 0 | -0.2 | 3 | 8 | 6 | 2
O=C(NC1CC2CCCC(C1)N2C(=O)Nc1ccccc1)c1ccccc1 (configuration not stated) | 3 | -0.3 | -1 | -1 | -0.1 | -3 | 2 | 2 | 0
c1ccc(Nc2ncnc3[nH]ncc23)cc1 | 13 | 1.8 | -4 | -6 | 0.0 | -4 | 10 | 4 | -2
COc1ccc(CNC(=O)CCCn2nc(C)n3ccnc3c2=O)cc1 | -3 | 2.9 | -3 | -8 | -0.1 | 7 | -23 | 2 | 0
Cc1cc(C(F)F)n2nc(C(=O)Nc3ccc(S(=O)(=O)NC45CC6CC(CC(C6)C4)C5)cc3)nc2n1 | -22 | 2.1 | -2 | 5 | -0.1 | 4 | -23 | -47 | 0
COc1ccc(OC)c(C(=O)c2c(C)oc3cc([N+](=O)[O-])c(O)c([N+](=O)[O-])c23)c1 | 0 | -0.1 | -1 | 0 | 0.0 | 2 | -4 | 5 | 10
CN1C(=O)C(C)(C)c2cc(S(=O)(=O)N3CCCC(C(=O)NCc4ccccc4Cl)C3)ccc21 (configuration not stated) | -10 | 0.1 | 0 | -3 | 0.0 | 1 | 14 | 0 | -1
Cc1[nH]c2ccccc2c1Cc1nnc(SCc2ccccc2)o1 | -2 | 5.2 | 2 | 9 | 0.0 | 2 | 2 | 0 | 3
CC(=O)NCCNC(=O)c1cc(-c2cccc3ccccc23)nc2ccccc12 | 7 | 2.8 | -1 | -1 | 0.0 | -4 | 0 | -1 | 3
CN(Cc1ccccc1)C(=O)c1cccc(NC(=O)c2ccco2)c1 | 0 | 0.1 | -1 | -4 | 0.1 | 2 | 7 | 4 | -4
Cc1c(OCC(=O)N2CCN(c3ccccc3)CC2)ccc2c3c(c(=O)oc12)CCCC3 | 16 | -3.4 | -2 | -2 | 0.1 | 2 | -20 | 11 | -3
CCCCNC(=O)c1onc(CSc2ccc(F)cc2)c1C(=O)O | 8 | 0.0 | 1 | 17 | 0.0 | 2 | 2 | -1 | 2
COc1ccc(N(C(=O)c2ccn[nH]2)C(C(=O)NC2CCCC2)c2ccc(F)cc2)cc1 (configuration not stated) | 3 | 0.6 | 0 | 8 | 0.8 | -1 | -10 | -1 | -3
CCCSc1nnc(NC(=O)Cc2ccc(OC)c(OC)c2)s1 | 0 | 1.0 | 0 | 1 | -0.1 | -5 | -4 | 4 | -1
O=C(Nc1ncc(Cc2cccc(Cl)c2Cl)s1)C1CCCO1 (configuration not stated) | 5 | 2.7 | 6 | -3 | 0.2 | -1 | 14 | -1 | 0
CCOC(=O)C1CCN(C(c2cccc(OC)c2)c2sc3nc(C)nn3c2O)CC1 (configuration not stated) | 1 | -2.7 | -2 | 5 | -0.1 | -4 | 4 | 1 | 5
COc1ccccc1C(C)NCC(=O)Nc1c(F)cccc1F (configuration not stated) | 18 | -1.1 | -1 | 1 | -0.1 | -5 | -9 | 1 | -4
Cc1ccsc1/C=N/n1c(COc2ccccc2)n[nH]c1=S | 4 | -1.0 | -7 | -3 | -0.1 | 0 | 9 | 1 | 0
CCCc1cc(N2CCCC(C(=O)Nc3ccc(OC)cc3OC)C2)n2ncnc2n1 (configuration not stated) | -7 | -2.0 | -2 | 0 | -0.1 | -5 | -5 | 5 | -2
CC(=O)NCCc1nc2ccccc2n1Cc1ccc(Cl)cc1 | 3 | -0.9 | 1 | -2 | -0.1 | -1 | -12 | -5 | 0
Cc1cc(C)cc(N(CC(=O)Nc2ccc(C(F)(F)F)cc2)S(=O)(=O)c2c(C)[nH]c(=O)[nH]c2=O)c1 | 0 | 7.4 | -1 | 14 | 0.3 | 2 | 13 | -4 | 0
CC[C@@H]1[C@H]2CCCC(=O)N3CC[C@@H](C[C@@H]1OC(=O)Nc1ccccc1)[C@@H]23 | -3 | -1.7 | -3 | 5 | 0.0 | 0 | 7 | 4 | 5
O=C(CSc1nc2ccccc2s1)Nc1ccc2c(c1)OCO2 | -3 | 2.5 | -1 | -8 | -0.1 | 0 | 3 | -5 | 1
c1cc2c(cc1C1CCCN1)OCCCO2 (configuration not stated) | u | -0.1 | 3 | 4 | -0.1 | -1 | -1 | 1 | 0

Other structures.
SMILES | GASC-1 inh | PP5 primary | TPT1 inhibitor | core dimer inh | Efflux pump mplx | PP1 inh | PREPL inh | LYPLA2 inh | CTSL1 counter
COC(=O)CSc1nnc(NC(=O)CCc2ccccc2)s1 | -6 | -3.3 | -1 | -4 | 0.0 | -3 | -7 | 6 | 3
CCOC(=O)c1c(C)nc2ccc(Cl)cc2c1-c1ccccc1 | -2 | 2.5 | 1 | 2 | 0.8 | 2 | 12 | -4 | -6
O=C(O)CCc1ccc(-c2ccccc2)n1-c1cccc(C(=O)O)c1 | 4 | 0.8 | -1 | -1 | 0.0 | 1 | 12 | 6 | 1
Cc1ccc(CNC(=O)CSc2ccc(-c3ccco3)nn2)cc1 | 9 | 2.0 | -7 | -9 | 0.1 | 1 | 11 | 1 | 3
O=C(CNC(=O)N1CC(=O)Nc2ccccc21)Nc1ccccc1F | 11 | -1.4 | -2 | -6 | -0.1 | -2 | 7 | 6 | 4
O=C(CSC1=NS(=O)(=O)c2cc(F)ccc2N1)Nc1ccc(F)cc1 | 22 | -0.7 | -2 | 1 | 0.1 | -4 | 1 | -6 | 2
COc1ccc(CCNC(=O)c2ccc(NS(=O)(=O)c3ccc4[nH]c(=O)[nH]c4c3)cc2)cc1 | -8 | -2.2 | 0 | 7 | 0.0 | -2 | -13 | -1 | 4
Cc1oc2c(CN3CCCCC3C)c(O)ccc2c(=O)c1-c1ccccc1 (configuration not stated) | 5 | -1.0 | -3 | 0 | 0.1 | 2 | -6 | -2 | 7
O=C(NCCCN1CCOCC1)c1cccc(S(=O)(=O)Nc2ccccc2Cl)c1 | -13 | -5.4 | -5 | 1 | 0.2 | -8 | 1 | -1 | -6
CN1C(=O)/C(=C/c2ccc(OCc3ccc(C(=O)O)cc3)c(Cl)c2)NC1=S | -8 | 2.8 | 2 | -7 | 0.0 | 4 | 6 | 4 | 2
O=C(N/N=C/c1ccc(OCC(=O)N2CCCCC2)cc1)c1ccccc1O | -11 | -2.4 | 2 | 5 | 0.1 | -4 | 3 | 0 | 2
O=C1C(Cc2cccc([N+](=O)[O-])c2)SC(=Nc2ccccc2)N1c1ccccc1 (configuration not stated) | 5 | 2.9 | 3 | 1 | 13* | 5 | -8 | -9 | -2
CC(=O)c1ccc(N2CCN(C(=O)C3CCCN(S(=O)(=O)c4c(C)[nH]c(=O)[nH]c4=O)C3)CC2)cc1 (configuration not stated) | 9 | 0.9 | -3 | -2 | 0.0 | -1 | -3 | 14 | 2
CC(C)(C)c1ccc(NC(=O)NC2CCCc3ccccc32)cc1 (configuration not stated) | -22 | 4.0 | -3 | 2 | 0.2 | 1 | 10 | -2 | -2
CC1Cc2ccccc2N1C(=O)COC(=O)Cn1nnc(-c2ccccc2)n1 (configuration not stated) | -3 | 4.1 | 4 | 0 | 0.1 | 0 | -17 | 10 | -13
COc1cc(NC(=O)c2ccc(C(=O)c3ccccc3)cc2)cc(OC)c1OC | -17 | 4.3 | 0 | -1 | -0.4 | 2 | 20 | 8 | -5
CC(OC(=O)c1ccc(-n2cnnn2)cc1)C(=O)Nc1ccccc1[N+](=O)[O-] (configuration not stated) | 2 | 0.5 | x | x | 0.0 | -5 | 6 | 6 | x
CCOC(=O)c1c(CN2CCN(CC#N)CC2)n(C)c2cc(Br)c(OC)cc12 | 3 | -1.8 | 1 | 0 | 0.5 | 0 | -2 | -6 | -2
Cc1cc(NC(=O)Cn2cnc3c(nnn3-c3cccc(F)c3)c2=O)no1 | 4 | 1.5 | -3 | 3 | -0.1 | -7 | -5 | 4 | 2
c1ccc(-c2n[nH]c(-c3ccccn3)n2)cc1 | -3 | 3.3 | -3 | -3 | 0.2 | -5 | -9 | 10 | 1
CCCOc1ccc(-c2nc(C#N)c(NCC3CCCO3)o2)cc1 (configuration not stated) | -5 | 0.4 | -4 | -2 | -0.1 | -2 | 22 | 5 | 3
Cc1oc2c(O)c(O)ccc2c(=O)c1-c1cnn(-c2ccccc2)c1 | -12 | -0.6 | -5 | -17 | -0.1 | 3 | 31 | 1 | 13
N#CC1(NC(=O)CSc2n[nH]c(-c3ccccc3)n2)CCCCC1 | 12 | -1.7 | 1 | -2 | 0.1 | -5 | -5 | 5 | -1
C#CCOCCOCCOCCNc1nc(N2CCN(C(=O)[C@H]([C@@H](C)CC)n3cc([C@@H](N)CC(C)C)nn3)CC2)nc(N2CCN(C(=O)[C@H]([C@@H](C)CC)n3cc([C@@H](N)CC(C)C)nn3)CC2)n1 | -17 | -6.0 | -1 | -25 | 0.2 | 13 | 9 | 4 | 25*
C=CCCC(=O)Nc1ccc(Br)cn1 | -3 | 1.0 | -3 | 1 | 0.2 | -4 | -6 | 5 | -2

(listing goes on)
SMILES | GASC-1 inh | PP5 primary | TPT1 inhibitor | core dimer inh | Efflux pump mplx | PP1 inh | PREPL inh | LYPLA2 inh | CTSL1 counter
COc1ccc(OC)c(N2C(=O)C(Cl)=C(N3CCCCC3)C2=O)c1 | 3 | 3.7 | -2 | 0 | 0.1 | 1 | 7 | -1 | 2
O=C(Nc1ccc(F)cc1)c1cccc2ccccc12 | 21 | 2.0 | 1 | 3 | -0.1 | -3 | -5 | 1 | -1
O=C(NNc1ccccc1)C(=O)N1CCCCC1 | -1 | 0.5 | 1 | -2 | -0.2 | 3 | -1 | -1 | -1
O=C(Nc1ccc2c(c1)CCCN2C(=O)c1cccs1)c1cccc(F)c1 | -32 | 1.8 | 2 | 1 | 0.6 | -2 | 8 | -3 | 3
Nc1ccc(Oc2ccccc2-c2ccccc2)cc1 | 0 | 0.1 | -2 | -1 | -0.2 | 1 | 4 | 1 | -2
CC1(C(=O)O)Sc2[nH]c(=O)sc2C2c3ccccc3OC(=O)C21 (configuration not stated) | 11 | 0.7 | -7 | -3 | -0.1 | 2 | 0 | -2 | -3
CC(C)(C)NNC(=S)Nc1cccc(F)c1 | 6 | 0.8 | -5 | -3 | 0.0 | -4 | 14 | 4 | 2

One compound at a time, as listed above. Screens in order: GASC-1 inh, PP5 primary, TPT1 inhibitor, core dimer inh, Efflux pump mplx, PP1 inh, PREPL inh, LYPLA2 inh, CTSL1 counter
Nc1ccc(Oc2ccccc2-c2ccccc2)cc1 in the list: 0, 0.1, -2, -1, -0.2, 1, 4, 1, -2
CC(C)(C)NNC(=S)Nc1cccc(F)c1 in the list: 6, 0.8, -5, -3, 0.0, -4, 14, 4, 2
CC1(C(=O)O)Sc2[nH]c(=O)sc2C2c3ccccc3OC(=O)C21 (configuration not stated) in the list: 11, 0.7, -7, -3, -0.1, 2, 0, -2, -3

Only part of the results is shown; the hit share may differ from the screen's.
